Compound activity from PubChem.
KOR beta-arrestin-1 – KOR antagonists, beta-arrestin recruitment, cell-based, luminescence, uHTS (AID 1778); inhibition, % at 10 µM; hits with a dose series show IC50 in µM; hit rate 0.091% among 290,000; KOR beta-arrestin recruitment, luminescence, antagonist mode; higher % means a stronger effect; also: strong numbers were not always called active
XIAP antagonists – small molecules displacing peptide from XIAP – biochemical, IAP family, fluorescence polarization (AID 1018) | XIAP BIR domain, fluorescence polarization peptide displacement; higher % means a stronger effect | displacement, % at 20 µM, or IC50 in µM where a hit was titrated | hit rate 0.007% among 200,000; in the data active = displacement above about 50%; also: a part of the inactive calls stands beside numbers as strong as those of hits
KOR beta-arrestin-2 – kappa opioid receptor activators – cell-based, luminescence, uHTS, primary screen (AID 1777); KOR beta-arrestin recruitment, luminescence; higher % means a stronger effect; one-dose activation, % at 10 µM; EC50 in µM for titrated hits; hit rate 0.02% among 280,000; in the data active = activation above about 50%, passing the limit was not always enough; also: a part of the inactive calls stands beside numbers as strong as those of hits
LYP phosphatase – PTPN22 lymphoid phosphatase activity blockers – biochemical, fluorescence intensity, uHTS (AID 1779); hit rate 0.054% among 290,000; inhibition, % at 11.5 µM; hits with a dose series show IC50 in µM; recombinant LYP phosphatase, fluorescence intensity; higher % means a stronger effect;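 also: plate controls were vehicle with enzyme for no effect and no enzyme for full effect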
PMI inhibitors – MPI enzyme activity inhibition – biochemical, fluorescence intensity, coupled assay, primary screen (AID 1209); purified PMI enzyme, coupled fluorescence intensity; higher % means a stronger effect; one-dose inhibition, % at 20 µM; IC50 in µM for titrated hits; hit rate 0.42% among 190,000;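 also: plate controls were DMSO vehicle for no effect and wells lacking substrate for full effect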
TNAP activators – human TNAP enzyme activators, primary screen, biochemical, luminescent, no phosphate acceptor, uHTS (AID 1001) | purified TNAP, luminescent activation assay, no phosphate acceptor; higher activation fold means a stronger effect | hit rate 0.03% among 200,000 | activation fold at 20 µM; hits with a dose series show EC50 in µM; in the data active = activation fold from about 3, or a potency from the dose series; inactive = the rest, 99 in 100 with activation fold below about 1.6; also: many of its hits are not listed in these tables
NOD1 NF-kB reporter – inhibition of NOD1-driven NF-kB reporter – cell-based, luminescence, uHTS, primary screen (AID 1578); inhibition, % at 4 µM; hits with a dose series show EC50 in µM; hit rate 1% among 290,000; NOD1-driven NF-kB luciferase reporter cells, luminescence; higher % means a stronger effect; in the data active = inhibition mostly above about 36%, no sharp cut-off; inactive = mostly below about 34%;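 also: HEK-293T reporter cells stimulated with the NOD1 agonist gamma-tri-DAP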
PMI inhibition – MPI inhibition at elevated mannose 6-phosphate – biochemical, fluorescence intensity, high mannose 6-phosphate, primary screen (AID 1220); recombinant PMI enzyme, coupled fluorescence intensity; higher % means a stronger effect; one-dose inhibition, % at 20 µM; IC50 in µM for titrated hits; hit rate 0.66% among 190,000
HEK293 NOD2/NF-kB – inhibition of NOD2-driven NF-kB reporter – cell-based, luminescence, uHTS, HEK293 (AID 1566) | inhibition, % at 4 µM; hits with a dose series show EC50 in µM | HEK293 NOD2/NF-kB luciferase reporter, luminescence; higher % means a stronger effect | hit rate 0.63% among 290,000; also: many of its hits are not listed in these tables
* hit, by the source's call; x = not tested or not shown; [ ] = remark or other dose. Rule as the data show it, unless noted: active = inhibition above about 50%; inactive = the rest. A portion of the library (hit frequency here may not be typical).

| canonical_smiles | KOR beta-arrestin-1 | XIAP antagonists | KOR beta-arrestin-2 | LYP phosphatase | PMI inhibitors | TNAP activators | NOD1 NF-kB reporter | PMI inhibition | HEK293 NOD2/NF-kB |
| --- | --- | --- | --- | --- | --- | --- | --- | --- | --- |
| CCNc1nc(NC(C)CC)nc(ON=C(C)C)n1 (configuration not stated) | -16%[20 µM] | 2.1% | -6.5% | -7% | 5% | 1 | -5% | 10% | 8% |
| O=C(Cc1ccc(O)cc1)NC1CCCCCC1 | -24% | x | 57% | -8% | x | x | -9% | x | -54% |
| C=CCc1c(C)nc2c(-c3ccccc3)cnn2c1N1CCOCC1 | -9% | x | -2.8% | -3% | x | x | -10% | x | -123% |
| COc1ccccc1N1CCN(CC(=O)c2ccc3ccn(C(C)=O)c3c2)CC1 | 17% | -2.4% | -2.6% | 6% | -10% | 1.1 | -19% | 11% | -19% |
| O=c1[nH]c2ccccc2c(O)c1-c1cc2ccccc2oc1=O | -14% | -3.4% | -3.0% | 2% | -7% | 1 | -48% | -2% | 12% |
| CCOc1ccccc1NC(=S)NCCc1ccc(F)cc1 | 5% | -2.5% | -1.9% | 0% | 11% | 1.1 | -14% | 7% | 11% |
| COc1ccc2nc(SCC(=O)NCc3ccc4c(c3)OCO4)[nH]c2c1 | 10% | 1.8% | 4.5% | -2% | 10% | 1.1 | -29% | 8% | 7% |
| Cc1cc(-c2nn(-c3ccccc3F)cc2CN2CCN(c3ccccn3)CC2)c(C)s1 | -24% | -5.0% | -9.0% | -2% | 13% | 1.1 | -7% | 12% | 12% |
| COc1cc(S(=O)(=O)N2CCCC2)c(C)cc1C | -30% | -11% | 3.0% | 1% | -8% | 1 | -36% | -6% | -22% |
| O=C(O)CCC(NC(=S)Nc1ccccc1)C(=O)O (configuration not stated) | 20% | x | -0.2% | -3% | x | x | -3% | x | -8% |
| CC(C)c1ccccc1NC(=O)COC(=O)Cc1cccc(C(F)(F)F)c1 | 11% | -10% | -0.1% | -2% | 25% | 1.1 | -17% | 10% | 3% |
| S=C(NCCN1CCOCC1)N/N=C/c1cccs1 | 0% | x | -0.7% | 0% | x | x | 3% | x | -4% |
| CN1C(=O)[C@H]2[C@@H](/C=C/c3ccccc3)N3C(=O)CN(CCO)C(=O)[C@@]3(Cc3ccccc3)[C@H]2C1=O | -63%[20 µM] | x | 1.3% | -11% | x | x | -14% | x | -2% |
| COc1ccc(OC)c(C(=O)COC(=O)c2ccc(C)o2)c1 | -40% | -4.7% | 6.0% | 2% | -8% | 1 | -9% | -18% | -5% |
| O=C(N/N=C/c1ccccc1[N+](=O)[O-])c1ccc(CN2CCOCC2)cc1 | 9% | -13% | 9.9% | -5% | 14% | 1 | -26% | 8% | -13% |

Brought forward from above: three compounds, followed by the next part.
| canonical_smiles | KOR beta-arrestin-1 | XIAP antagonists | KOR beta-arrestin-2 | LYP phosphatase | PMI inhibitors | TNAP activators | NOD1 NF-kB reporter | PMI inhibition | HEK293 NOD2/NF-kB |
| --- | --- | --- | --- | --- | --- | --- | --- | --- | --- |
| CN1C(=O)[C@H]2[C@@H](/C=C/c3ccccc3)N3C(=O)CN(CCO)C(=O)[C@@]3(Cc3ccccc3)[C@H]2C1=O | -63%[20 µM] | x | 1.3% | -11% | x | x | -14% | x | -2% |
| COc1ccc(OC)c(C(=O)COC(=O)c2ccc(C)o2)c1 | -40% | -4.7% | 6.0% | 2% | -8% | 1 | -9% | -18% | -5% |
| O=C(N/N=C/c1ccccc1[N+](=O)[O-])c1ccc(CN2CCOCC2)cc1 | 9% | -13% | 9.9% | -5% | 14% | 1 | -26% | 8% | -13% |
| COC(=O)c1nn(-c2ccc3c(c2)CCN3C(C)=O)cc1O | -35% | -0.3% | 4.4% | -24% | 7% | 1.1 | 78%* | -4% | -39% |
| CCCCCNC(=O)[C@@H]1CSC2c3ccccc3C(=O)N21 (some centres not stated) | -23% | x | 8.0% | -7% | x | x | -11% | x | -58% |
| O=C(O)C1CCN1C1CCCCC1 (configuration not stated) | 2% | 1.0% | -2.7% | -4% | 12% | 1.1 | -6% | 7% | 3% |
| OC1(c2cccc(C(F)(F)F)c2)CCN(Cc2nc(-c3cnccn3)no2)CC1 | 11%[20 µM] | -3.3% | x | 0% | 4% | 1.1 | -27% | 3% | -2% |
| O=C(Nc1ccc(-c2nc3ccccc3s2)c(O)c1)C1=COCCO1 | -15% | -4.5% | 7.6% | -7% | 19% | 1.2 | -74% | 6% | -114% |
| CCCS(=O)(=O)Nc1ccc(-c2cn3c(n2)SCC3)cc1 | -33% | x | 5.2% | -9% | x | x | -13% | x | -11% |
| Cc1cc(SCC(=O)N/N=C/c2ccc(O)cc2O)c(C)cc1Br | -62% | -3.5% | -3.8% | 8% | -13% | 1 | -40% | -8% | -10% |
| C[n+]1cn(/N=C/c2ccccc2)c2ccccc21 | -28% | -9.3% | 1.3% | -10% | -1% | 1 | 75%* | -44% | -11% |
| COC(=O)c1ccc(S(=O)(=O)NCCc2ccccc2OC)n1C | -6% | x | 0.0% | -5% | x | x | -10% | x | -3% |
| Cc1noc(C)c1C(=O)N1CCC(Cc2ccccc2)CC1 | 25% | -7.3% | 4.6% | -2% | 11% | 1.1 | -6% | 5% | 8% |
| CC(C)CCN(C(=O)CNC(=O)c1cccs1)C(C(=O)NC1CCCC1)c1ccncc1 (configuration not stated) | 3% | -7.3% | 3.8% | -2% | -25% | 1 | -45% | -2% | -8% |
| COc1ccc(OC)c(CCNC(=O)c2ccc(NC3=NC4CS(=O)(=O)CC4S3)cc2)c1 (configuration not stated) | -8%[20 µM] | x | 6.5% | -4% | x | x | -1% | x | 18% |
| Cc1nc(N)sc1N=Nc1ccc(Br)cc1 | 20% | 5.8% | 3.7% | 2% | -2% | 1 | -82% | -5% | -116% |
| C/C(=N\Nc1ccccc1Cl)c1ccc(-n2ccnc2)cc1 | 6%[20 µM] | -4.2% | 2.8% | -1% | -74% | 1 | -11% | -172% | -40% |
| CCCOC1CCCN(C(=O)c2cc(COc3c(F)cccc3F)on2)C1 (configuration not stated) | 12% | x | -5.2% | 0% | x | x | -60% | x | -47% |
| CCCCCOc1ccc(NC(=O)CCCC(=O)O)cc1 | -11% | 0.3% | -3.7% | 0% | 12% | 1.1 | -6% | 18% | 12% |
| O=c1cc(O)c2c(=O)n(-c3ccccc3)c3ccccc3c2o1 | -12% | -7.2% | 2.8% | -4% | 23% | 1.1 | 50% | 16% | -60% |
| OCC1(Cc2ccccc2)CCCN(C2CCCC2)C1 (configuration not stated) | -23% | -3.2% | -3.1% | -4% | 0% | 1.1 | -19% | -8% | 6% |
| CC(=O)N(C(C)=O)c1nc2nc(C)cc(C)n2n1 | -5%[20 µM] | -3.1% | -4.8% | -8% | 1% | 1.1 | 2% | 5% | 10% |
| O=C(NCc1ccccc1C(F)(F)F)C1CC(c2cccc(F)c2)=NO1 (configuration not stated) | 7% | x | 4.8% | 2% | x | x | -9% | x | 17% |
| COc1ccc(-c2cc3c(=O)n(CC(=O)NCCCc4ccccc4)ncn3n2)cc1 | 10%[20 µM] | x | -0.3% | -9% | x | x | -35% | x | -44% |
| N#CCSc1nccc(-c2cc(Cl)sc2Cl)n1 | 13% | -5.6% | -1.9% | -1% | -6% | 1 | 26% | 4% | 14% |
| Cc1ccc2nc3c(cc2c1)c(NC(=O)c1ccco1)nn3CC(C)C | 16% | x | 2.5% | -4% | x | x | -11% | x | 1% |
| CCOc1ccc(S(=O)(=O)Nc2ccccc2C(=O)NCc2ccco2)cc1 | -32% | -2.7% | -7.1% | -3% | -14% | 0.9 | -4% | -5% | 8% |
| O=S(=O)(c1cccc(F)c1)N1CCCN(c2ccc(C(F)(F)F)cn2)CC1 | -16% | x | x | -6% | x | x | -2% | x | -12% |
| COc1ccc(NC(=O)C2CCCN2C(=O)OC(C)(C)C)cc1 (configuration not stated) | -6%[20 µM] | -7.1% | 3.9% | -5% | 12% | 1.1 | -18% | 12% | 2% |
| O=C(OCn1nnc2ccccc2c1=O)C1=COCCO1 | -21% | -4.4% | x | 1% | -12% | 1.1 | -11% | -11% | -1% |
| CCOC(=O)c1cc2ccccc2n1CCN(CC)CC | -6% | -2.3% | 2.5% | -4% | 9% | 1.1 | -19% | -1% | 2% |
| COc1cc2c(cc1OC)-c1cc(NC3CCCCCCC3)nc(=O)n1CC2 | 0% | -3.6% | -5.6% | -1% | -14% | 1.1 | -13% | -2% | -2% |
| Cc1cc(C(=O)OCC(=O)c2c(N)n(C)c(=O)n(C)c2=O)c(C)o1 | -10% | -3.4% | -5.0% | -7% | 3% | 1 | -3% | -3% | 2% |
| COc1cccc(NC(=O)CCNS(=O)(=O)c2cccc3nsnc23)c1 | -10% | -4.0% | -4.1% | -3% | -7% | 1.1 | -30% | 8% | 14% |
| O=C(Cc1n[nH]c(=O)c2ccccc12)N1CCN(c2ccc(F)cc2)CC1 | -4% | -4.7% | -3.7% | -9% | -6% | 1.1 | -30% | -6% | 16% |
| CCN(CC)S(=O)(=O)c1ccc(-c2nnc(SCC(=O)Nc3nc(C)cs3)o2)cc1 | -5% | -11% | -5.0% | -4% | -4% | 1.1 | 3% | -6% | 6% |
| CCCn1nc(C(=O)OCC(=O)Nc2cccc(S(N)(=O)=O)c2)c2ccccc2c1=O | -22% | -7.1% | 1.6% | -4% | -4% | 1.1 | -41% | 0% | 6% |
| CCN(CC)CCNC(=O)CCn1nc(-c2ccc(Cl)cc2)ccc1=O | 27% | x | -1.7% | -12% | x | x | 11% | x | 23% |
| CC(C)N(CCNC(=O)c1ccc(OCC2CCCO2)cc1)C(C)C (configuration not stated) | 13% | x | -3.6% | -5% | x | x | -28% | x | 1% |
| Cc1ccccc1N1CCN(C2CCCN(C(=O)CCN3CCCCO3)C2)CC1 (configuration not stated) | -23% | x | 5.7% | -9% | x | x | -24% | x | -28% |
| Cc1c(Cl)cccc1NC(=O)C1NC(=O)CC1c1ccccc1 (configuration not stated) | -20% | -3.7% | 5.7% | -5% | 3% | 1.1 | -1% | 6% | 19% |
| CCc1ccc(N2CC(C(=O)NCc3ccc4c(c3)OCO4)CC2=O)cc1 (configuration not stated) | 24% | -3.2% | -4.6% | -4% | -3% | 1.2 | 13% | 4% | -8% |
| O/N=C/c1ccccc1OCc1ccccc1Cl | 7% | 0.5% | 2.2% | -2% | 17% | 1.1 | 14% | 14% | -15% |
| Cc1cc(C)cc(C(=O)NC(CC(N)=O)c2ccc(N3CCC(Br)CC3)c([N+](=O)[O-])c2)c1 (configuration not stated) | -2%[20 µM] | x | -7.2% | -13% | x | x | -22% | x | 0% |
| CCOc1cccc(OCCOCCN(C)C)c1 | -15% | -3.8% | 3.0% | -6% | 8% | 1.1 | -22% | -11% | 6% |
| CS(=O)(=O)N(CC(=O)Nc1cccnc1)c1ccc2c(c1)OCO2 | -10% | -8.7% | 3.1% | 2% | 1% | 1.1 | 33% | 3% | 2% |
| CCCN1CCN(C(=O)CN2C(=O)CC(C)(C)S(=O)(=O)c3ccccc32)CC1 | -12% | -1.7% | -3.4% | -10% | 5% | 1.1 | x | 4% | 9% |
| COc1ccc(N2CCN(C3CCCN(C(=O)CN4CCCCC4=O)C3)CC2)cc1 (configuration not stated) | -2% | x | 1.1% | 1% | x | x | -18% | x | -21% |
| Cc1ccc(-c2nc(CS(=O)(=O)CC(=O)NCc3ccc4c(c3)OCO4)c(C)o2)cc1 | -18% | x | -3.2% | -7% | x | x | -16% | x | -3% |
| CC(=O)c1ccc(NC(=O)c2cc(-c3cccs3)on2)cc1 | -20% | x | 1.0% | -6% | x | x | -127% | x | -94% |
